SW480 rerep = A quantitative high throughput screen for small molecules that induce DNA re-replication in SW480 colon adenocarcinoma cells | SW480 DNA re-replication, Hoechst DNA content imaging, 48 h | hit rate 1.8% among 340,000 | AID 624297, 2012 | Potency, µM (top dose mostly 46.1 µM), for inactives: at the highest dose re-replication activation, usual class: activators; also: potency is read from the fitted curve at half-maximal effect; % of control where 0% means no effect; nearly all actives have a fitted effect of over 55% in size
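Per well, 250 cells were exposed to pinned compound for 48 hr. Nuclear DNA was visualised with Hoechst (40 min, 37 C) and total object intensity recorded by fluorescence scanning.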
MCF10A rerep = A quantitative high throughput screen for small molecules that induce DNA re-replication in MCF 10a normal breast cells; MCF 10A DNA re-replication, Hoechst nuclear intensity, 48 h; Potency, µM (titrated, usually from 46.1 µM), inactives show top-dose activity, positive = re-replication, actives largely listed as activators; hit rate 2.9% among 350,000; also: potency is read from the fitted curve at half-maximal effect; % of control where 0% means no effect; nearly all actives have a fitted effect of over 50% in size
IL1B secr inh = qHTS for Inhibitors of Inflammasome Signaling: IL-1-beta AlphaLISA Primary Screen | hit rate 4.7% among 360,000 | activity change, % at 57.5 µM | THP-1 LPS/ATP IL-1B secretion, AlphaLISA, 16 h; stronger effect = lower value; in the data active = activity change below about -50%; inconclusive = mostly about -30% to -49%; also: % is scaled to controls: 0 for no effect and ±100 for the full control effect
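Secreted IL-1B measured by AlphaLISA bead assay after 16 h compound exposure of THP-1 cells; compounds (final up to 57.5 uM) added 1 h before LPS (250 ng/mL) and ATP (1.25 mM) stimulation; lower signal means less secretion.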
KB-V1 cytotox = qHTS assay for MDR1-selective chemotherapeutics: Primary screen using the drug-selected MDR subline cells KB-V1 | KB-V1 MDR cells viability, CellTiter-Glo, 72 h | Potency, µM (doses to about 46.1 µM), without a hit: at the top dose activity change, negative = cytotoxicity, actives largely listed as cytotoxic | hit rate 3.4% among 400,000; also: potency is read from the fitted curve at half-maximal effect; % is scaled to controls: 0 for no effect and ±100 for the full control effect; nearly all actives have a fitted effect of over 60% in size
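qHTS viability screen in drug-selected KB-V1 MDR cells: 72 h compound treatment at 37 degrees C, ATP luminescence end point.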
HT1080 IDH1KD tx = qHTS for induction of synthetic lethality in tumor cells producing 2HG: qHTS for the HT-1080-IDH1KD cell line; HT-1080 IDH1 knockdown viability, ATP luminescence, 48 h; hit rate 2% among 360,000; AID 686971, 2013; Potency, µM (highest dose often 46.1 µM), without a hit: at the highest dose activity, negative = toxicity, usual class: cytotoxic;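 also: potency is read from the fitted curve at half-maximal effect; 0% = DMSO wells and -100% = cell-free medium wells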
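IDH1KD HT-1080 cells, 750/well, RPMI + 5% FBS; compound pinned after 2 h settling; 48 h, 37 °C; CellTiter-Glo luminescence; % activity normalised to DMSO and no-cell wells; curves fitted, classed by r2 and efficacy.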
ATXN viability = Viability Counterscreen for Primary qHTS for Inhibitors of ATXN expression | S2 cells (HEK-293 line with an ATXN2-luciferase reporter) viability, CellTiter-Fluor protease fluorescence, 24 h | Potency, µM (top dose mostly 56.7 µM), most hits filed as cytotoxic | hit rate 0.49% among 400,000 | AID 651635, 2014; also: potency is read from the fitted curve at half-maximal effect; nearly all actives have a fitted effect of over 40% in size
ATXN2 expr inh = Primary qHTS for Inhibitors of ATXN expression | HEK-293 ATXN2-luciferase reporter, luminescence, 24 h | hit rate 0.72% among 360,000 | Potency, µM (highest dose often 57 µM), without a hit: top-dose activity change, negative = inhibition, usual class: inhibitors | AID 1745845, 2022; also: potency is read from the fitted curve at half-maximal effect; % is scaled to controls: 0 for no effect and ±100 for the full control effect; nearly all actives have a fitted effect of over 55% in size
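qHTS (up to 57 uM final) was run with 24 h compound exposure of reporter cells at 37 °C. Each well was multiplexed: SteadyGlo luminescence measured ATXN2-luciferase expression after a fluorogenic Gly-Phe-AFC viability readout (25 uM final).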
KB-3-1 tox = qHTS assay for MDR1-selective chemotherapeutics: Primary screen using the parental adenocarcinoma cell KB-3-1 | KB-3-1 viability, CellTiter-Glo ATP luminescence, 72 h | Potency, µM (highest dose often 46.1 µM), inactives show at the highest dose activity change, negative = cytotoxic, usual class: cytotoxic | hit rate 1.4% among 400,000 | AID 1347075, 2019; also: potency is read from the fitted curve at half-maximal effect; % is scaled to controls: 0 for no effect and ±100 for the full control effect; nearly all actives have a fitted effect of over 60% in size
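KB-3-1 parental drug-naive adenocarcinoma cells in DMEM/10% FBS, incubated 72 h at 37 C with pin-transferred compounds across a concentration series. Viability by CellTiter-Glo luminescence; concentration-response curves fitted after normalization.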
HT1080-NT tox = qHTS for induction of synthetic lethality in tumor cells producing 2HG: qHTS for the HT-1080-NT fibrosarcoma cell line | AID 686970, 2013 | HT-1080-NT fibrosarcoma viability, CellTiter-Glo ATP luminescence, 48 h | hit rate 1.6% among 360,000 | Potency, µM (titrated, usually from 46.1 µM), for the others: at the top dose activity, negative = less viability, most hits filed as cytotoxic;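 also: NT is the 2HG producing partner of a matched IDH1 knockdown line; potency is read from the fitted curve at half-maximal effect; 0% = DMSO-treated cells and -100% = media-only wells without cells; nearly all actives have a fitted effect of over 55% in size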
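Viability by CellTiter-Glo luminescence after 48 h compound exposure at 37C of HT-1080-NT cells (750/well, RPMI, 5% FBS). % activity scaled between DMSO wells and medium-only wells, then curve-fitted and categorized by curve class.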
Active calls of the source: *; i = inactive; ? = inconclusive; / = not tested or not shown; [ ] = dose if it differs, or a comment. Unless noted, calls follow the shape of the dose curve; as a rule, active = well fitted curve in the direction sought with a large enough effect; inconclusive = small, poorly fitted or top-dose-only effect, or another doubt; inactive = no such curve, though single readings can be large; an effect the other way counts as inactive or inconclusive.

SMILES	SW480 rerep	MCF10A rerep	IL1B secr inh	KB-V1 cytotox	HT1080 IDH1KD tx	ATXN viability	ATXN2 expr inh	KB-3-1 tox	HT1080-NT tox
O=C(CSc1nnc(-c2ccc(Cl)cc2)o1)NNC(=O)c1ccncc1	-12%	-13%	28	3%	11%	i	9%	28%	9%
Cc1nc2ccc(NC(=O)C3(C)CCCN(C(C)C)C3)cc2o1 (stereo not given)	/	/	81	6%	0%	i	6%	0%	27%
CCc1cc(CNC(=O)CCc2nnc(CCCc3ccccc3)o2)on1	-11%	-3%	4	12%	3%	i	/	1%	-1%
CCn1c(=O)n(CC)c2cc(S(=O)(=O)N3CCOCC3)ccc21	?	23%	22	-23%	0%	i	7%	0%	0%
CC1CN(S(=O)(=O)c2cccc(C(=O)N=c3sccn3C)c2)CC(C)O1 (stereo not given)	-91%[inhibitor]	1%	-2	-3%	-3%	i	-10%	-2%	-12%
CC(=O)Nc1ccc(/C=N/NS(=O)(=O)c2cc(C)ccc2C)cc1	-31%[inhibitor]	-5%	3	22%	8%	i	5%	1%	12%
O=C(Nn1cc(C(=O)Nc2ccccc2F)c2ccccc2c1=O)c1cnccn1	?	8%	17	?	?	?	?	0%	-23%
CCOc1cc(NC(=S)NCCCN2CCOCC2)c(OCC)cc1NC(=O)c1cccs1	-11%	?	0	3%	6%	i	-11%	19%	2%
Cc1c(O)ccc2c(-c3ccccc3)cc(=O)oc12	-2%	?	24	4%	7%	/	/	-9%	0%
CCCCCCn1c(C(C)NC(=O)c2ccco2)nc2ccccc21 (stereo not given)	-2%	4%	19	?	-22%	?	-9%	10%	-20%
Cc1cccnc1NC(=O)C1CCN(S(=O)(=O)c2ccc3c(c2)CCC(=O)N3)CC1	8%	17%	3	18%	4%	i	4%	5%	6%
COC(=O)c1cc(S(=O)(=O)N2CCC(C)CC2)ccc1F	-2%	1%	0	5%	-12%	i	-5%	-3%	-2%[9.24 µM]
CC(C)(C)Nc1nc(SCc2ccccc2)nc(N2CCOCC2)n1	-1%	?	0	?	-4%	i	-4%	?	-7%
Cc1cc(NC(=O)c2cccc(S(=O)(=O)N3CCCCCC3)c2)no1	-1%	1%	-16	?	-4%	i	2%	-11%	-1%[9.24 µM]
CC(C)N=C(NS(=O)(=O)NC(=O)c1ccccc1)c1ccccc1	-34%	-2%	0	0%	2%	i	/	6%	?
CSCCC(NS(=O)(=O)c1ccccc1F)C(=O)NCCCn1nc(C)cc1C (stereo not given)	-1%	2%	-3	-1%	15%	i	6%	-1%	8%
COc1cc(CCC(=O)Nc2ccc(Cl)c(C(F)(F)F)c2)cc(OC)c1OC	2%	17%	-13	16µM*	2%	i	-1%	-19%	5%
Cc1cccc(CNC(=O)c2ccc3c(c2)N(C)C(=O)C2CCCCN32)c1 (stereo not given)	/	/	/	-4%	/	i	237%[activator]	-10%	/
COc1ccc(CCNC2=NCCS2)cc1OC	-7%	0%	-8	5%	12%	i	-1%	-7%	20%
O=C(Cn1nnc(-c2ccc(NC(=O)c3ccccc3F)cc2)n1)NCc1ccc(F)cc1	-32%[inhibitor]	-1%	9	0%	2%	i	/	5%	3%

Structural class: the compounds so far containing an aryl thioether with sulfur outside any ring.
SMILES	SW480 rerep	MCF10A rerep	IL1B secr inh	KB-V1 cytotox	HT1080 IDH1KD tx	ATXN viability	ATXN2 expr inh	KB-3-1 tox	HT1080-NT tox
O=C(CSc1nnc(-c2ccc(Cl)cc2)o1)NNC(=O)c1ccncc1	-12%	-13%	28	3%	11%	i	9%	28%	9%
CC(C)(C)Nc1nc(SCc2ccccc2)nc(N2CCOCC2)n1	-1%	?	0	?	-4%	i	-4%	?	-7%

(continued)
SMILES	SW480 rerep	MCF10A rerep	IL1B secr inh	KB-V1 cytotox	HT1080 IDH1KD tx	ATXN viability	ATXN2 expr inh	KB-3-1 tox	HT1080-NT tox
Cc1cc(=O)oc(C)c1C(=O)NCC1CCCO1 (stereo not given)	-7%	8%	18	3%	9%	i	-3%	13%	-3%
CCN(C(=O)CSc1n[nH]c(-c2cc(Cl)ccc2OC)n1)C1CCS(=O)(=O)C1 (stereo not given)	-9%	3%	-1	1%	0%	?	2%	?	-1%
CCn1c(SCc2cccnc2)nc2c1c(=O)n(C)c(=O)n2C	-3%	2%	27	-6%	2%	?	8%	-12%	13%
NNC(=O)c1sc2cc(C(F)(F)F)cnc2c1-c1ccccn1	0%	4%	34	-26%	3%	i	-19%	1%	-12%
O=C(Cn1cc(COc2ccc3ccccc3c2)nn1)NS(=O)(=O)c1cccc(OC(F)F)c1	/	/	23	4%	11%	i	6%	0%	1%
O=C(COC(=O)c1ccc[nH]c1=O)NC1CCCCCCC1	2%	-3%	2	2%	0%	i	-25%	-11%	-1%
CCOC(=O)c1sc(SCC(=O)Nc2ccc(N(C)C)cc2)nc1N	7%	-2%	-67*	14%	?	i	-18%	6%	-1%
O=C(NCCc1c[nH]c2ccccc12)c1ccc2[nH]c(=O)c(=O)[nH]c2c1	-1%	0%	43	26%	4%	i	-3%	5%	-4%
CCc1ccc(/C(C)=N/NC(=O)C(O)c2ccccc2)s1 (stereo not given)	22%	-2%	-3	3%	-7%	i	-17%	21%	-8%
COC(=O)N/N=C\c1cc(Br)ccc1OCc1ccccc1	?	11%	-73*	?	-2%	i	24%	-13%	0%
COc1ccc2cc(C3C(C#N)=C(N)OC(C)=C3C(C)=O)c(Cl)nc2c1 (stereo not given)	?	0%[9.22 µM]	-3	3%	-12%	?	-17%	2%	-13%
Cc1cc(OC(=O)c2cc([N+](=O)[O-])ccc2Cl)c([N+](=O)[O-])c(=O)[nH]1	-1%	3%	17	-1%	5%	i	8%	-4%	3%
CC12CCC(=O)N1C(C(=O)Nc1nnc(SCc3ccc(F)cc3)s1)CS2 (stereo not given)	?	13%	-15	-10%	2%	i	6%	-2%	22%
Cc1ccc2oc3c(c(=O)c2c1)C(c1cccc(O)c1)N(CCCN1CCOCC1)C3=O (stereo not given)	/	/	/	?	/	i	-1%	-25%	/
COc1ccc(S(=O)(=O)Cc2ccc(C(=O)NCCCN(C)c3ccccc3)o2)cc1	-1%	3%	-4	6.5µM*	-22%	i	-13%	-23%	-15%
CN(C)c1nc(NCc2ccccc2)nc(N/N=C/c2ccc(Cl)cc2Cl)n1	8%	10%	39	2%	-1%	/	73%[activator]	2%	13%
Cc1c(C(=O)O)oc2ccc3c(c12)C(O)CC(C)(C)O3 (stereo not given)	-2%	-3%	-3	24%	4%	i	2%	11%	5%
COc1ccc(/C(N)=N/OC(=O)c2cccc([N+](=O)[O-])c2C)cc1OC	-3%	?	-1	-5%	-1%	i	2%	7%	-21%
COc1ccc(-n2c(=S)[nH]c3cc(C(=O)NCCCN4CCOCC4)ccc3c2=O)c(OC)c1	-6%	-1%	-1	-2%	0%	i	-1%	8%	13%
CCOC(=O)c1ccc(-n2[nH]c(-c3ccccc3)cc2=O)cc1	7%	?	-88*	?	?	i	?	?	?
CCC/C=C/c1ccc(CN2C(C(C)C)C(=O)N(Cc3cn(CC4CCCCC4)nn3)CCS2(=O)=O)cc1 (stereo not given)	/	/	-12	?	?	?	?	?	?
Cc1ccc(CN2CC34C=CC(O3)C(C(=O)NCc3ccco3)C4C2=O)cc1 (stereo not given)	-4%	0%	17	18µM*	-2%	i	-2%	-2%	2%
CC(=O)c1ccc(N2CCN(C(=S)Nc3ccccc3C(F)(F)F)CC2)cc1	-4%	?	0	?	-29%	i	?	-20%	-28%
O=C(COC(=O)C1CC2C=CC1C2)Nc1ccccc1[N+](=O)[O-] (stereo not given)	-7%	-2%	2	6%	7%	?	17%	15%	1%

Of the compounds above, 6 contain two or more sulfur atoms.
SMILES	SW480 rerep	MCF10A rerep	IL1B secr inh	KB-V1 cytotox	HT1080 IDH1KD tx	ATXN viability	ATXN2 expr inh	KB-3-1 tox	HT1080-NT tox
CC1CN(S(=O)(=O)c2cccc(C(=O)N=c3sccn3C)c2)CC(C)O1 (stereo not given)	-91%[inhibitor]	1%	-2	-3%	-3%	i	-10%	-2%	-12%
CCOc1cc(NC(=S)NCCCN2CCOCC2)c(OCC)cc1NC(=O)c1cccs1	-11%	?	0	3%	6%	i	-11%	19%	2%
CSCCC(NS(=O)(=O)c1ccccc1F)C(=O)NCCCn1nc(C)cc1C (stereo not given)	-1%	2%	-3	-1%	15%	i	6%	-1%	8%
CCN(C(=O)CSc1n[nH]c(-c2cc(Cl)ccc2OC)n1)C1CCS(=O)(=O)C1 (stereo not given)	-9%	3%	-1	1%	0%	?	2%	?	-1%
CCOC(=O)c1sc(SCC(=O)Nc2ccc(N(C)C)cc2)nc1N	7%	-2%	-67*	14%	?	i	-18%	6%	-1%
CC12CCC(=O)N1C(C(=O)Nc1nnc(SCc3ccc(F)cc3)s1)CS2 (stereo not given)	?	13%	-15	-10%	2%	i	6%	-2%	22%
